NCI-60 one-dose screen, 48 h, at 10 µM unless noted. Numbers give growth in % (100 = growth as untreated, 0 = no growth, -100 = all killed).
SN12C – SN12C renal cancer cells. actives 3.8% (n = 81,000). AID 1794767
TK-10 – TK-10 renal cancer cells; actives 3.9% (n = 81,000)
SK-OV-3 – SK-OV-3 ovarian cancer cells | actives 3.2% (n = 80,000) | AID 1794785
IGROV1 – IGROV1 ovarian cancer; actives 4.7% (n = 79,000); AID 1794786
UO-31 – UO-31 renal cancer; actives 5.2% (n = 81,000); AID 1794768
786-0 – 786-0 renal cancer cells | actives 5.1% (n = 81,000)
RXF 393 – RXF 393 renal cancer cells; AID 1794773; actives 6.9% (n = 77,000)
ACHN – ACHN renal cancer; AID 1794771; actives 4.9% (n = 81,000)
Starred values were filed as active, the others as inactive; x = no result given; & = joins results of further samples. Rule for the calls: active = growth percent below 10; inactive = the rest.

SMILES	SN12C	TK-10	SK-OV-3	IGROV1	UO-31	786-0	RXF 393	ACHN
CCC([N+](=O)[O-])S(=O)(=O)c1ccc(C)cc1 (centres undefined)	95.3	102.1	108.1	103.4	82.0	89.4	97.1	103.9
COC(=O)C(C#N)=C1CCCC1	100.3	103.3	107.3	105.8	88.6	99.7	95.7	103.9
COCCOc1cc2ncnc(N3CCN(S(=O)(=O)c4ccccc4Cl)CC3)c2cc1OCCOC	104.9	98.9	103.6	89.7	70.0	89.2	83.9	97.5
O=C1/C(=C/c2ccc3ccccc3n2)SC(=S)N1Cc1ccco1	92.0	133.5	99.1	64.7	71.4	102.0	99.7	89.2
NS(=O)(=O)c1ccc(CCNC(=O)Nc2nc3ccccc3s2)cc1	99.4	120.8	107.0	103.3	78.7	98.1	93.4	101.6
O=C(NS(=O)(=O)c1ccc2ccccc2c1)n1ccc2c(Cl)ccnc21	103.4	121.7	106.1	97.2	92.6	104.6	127.4	95.5
C#CCN1CCCC(O)C1 (centres undefined)	101.4	92.1	85.7	109.0	102.5	93.9	104.8	94.7
COc1cc(/C=C2/N=C(c3cnccn3)N(c3cccc4cccnc34)C2=O)ccc1O	92.1	126.8	107.9	111.2	78.7	106.2	98.2	98.8
COc1ccc(C(C)=O)cc1S(=O)(=O)Nc1c(N)ncnc1N	96.1	90.8	115.2	106.4	92.0	96.7	100.4	101.8
CC(=O)Nc1ccc(S(=O)(=O)N(CCOc2ccc(/C(N)=N/Cl)cc2)CCOc2ccc(/C(N)=N\Cl)cc2)cc1	91.1	137.1	112.0	103.3	98.0	95.5	95.9	102.9

Some of the entries above, set out differently:
Structure: CCC([N+](=O)[O-])S(=O)(=O)c1ccc(C)cc1 (centres undefined)
  SN12C: 95.3	TK-10: 102.1	SK-OV-3: 108.1	IGROV1: 103.4	UO-31: 82.0	786-0: 89.4	RXF 393: 97.1	ACHN: 103.9
Structure: CC(=O)Nc1ccc(S(=O)(=O)N(CCOc2ccc(/C(N)=N/Cl)cc2)CCOc2ccc(/C(N)=N\Cl)cc2)cc1
  SN12C: 91.1	TK-10: 137.1	SK-OV-3: 112.0	IGROV1: 103.3	UO-31: 98.0	786-0: 95.5	RXF 393: 95.9	ACHN: 102.9

(continued)
SMILES	SN12C	TK-10	SK-OV-3	IGROV1	UO-31	786-0	RXF 393	ACHN
N#CC1C(=N)Cc2ccccc2-c2ccccc21 (centres undefined)	54.2	78.1	66.7	45.7	53.8	65.6	58.4	75.0
O=C(NOC[C@H](O)CO)c1ccc(F)c(F)c1Nc1ccc(I)cc1F	49.5	41.4	46.3	14.1	24.6	71.2	2.2*	47.6
Cc1ccc2[nH]c(=O)c(C3C4=C(CC(C)(C)CC4=O)Nc4nc(N)nc(N)c43)cc2c1 (centres undefined)	91.8	87.9	x	98.2	95.9	105.4	90.4	106.1
NC(=O)/C=C\C(N)=O	102.6	105.2	99.7	111.8	100.1	94.9	124.1	100.7
Cc1ccc2c(c1)C(=O)N(CNc1cc(Cl)ccc1Cl)C2=O	100.2	94.3	101.9	95.5	87.9	104.1	99.5	110.1
C[C@H]1OC(=O)/C=C/[C@@H](O)[C@@H](O)CCCCCCCC[C@@H]1O	100.7	96.9	94.9	102.7	82.6	97.5	107.4	100.2
COc1ccc(C2C=Nn3c(nnc3-c3ccc(N)cc3)S2)cc1 (centres undefined)	96.1	116.8	x	100.8	90.1	99.7	101.3	105.6
CC(=N\OCCC#N)/C(C)=N/OCCC#N	104.0	96.2	123.7	112.3	x	97.0	104.1	110.1
CN1CCCC1c1cccnc1 (centres undefined)	94.2	132.2	116.3	x	97.0	107.8	x	99.0
CCOC(=O)CC(=O)Nc1cc2ccc(OC)c(OC)c2cc1C(=O)OCC	100.5	91.6	107.2	103.9	86.8	94.6	104.2	102.5
O=S(=O)(NCCCNc1nccc(-c2c(-c3ccc(F)c(O)c3)nc3sccn23)n1)c1ccccc1	59.0	120.5	78.0	65.0	31.1	87.2	26.4	52.3
CCN(CC)c1nc2sc3cc(Cl)ccc3n2c(=N)c1C#N	92.6	162.6	69.2	66.0	57.5	87.8	72.1	93.9
CSc1nc(=O)n(Cc2ccc(F)cc2)c(=O)n1Cc1ccc(Cl)cc1	88.8	x	101.1	99.9	57.3	93.0	113.7	91.3
O=C(O)c1nc(-c2ccccc2)nc2c(F)cccc12	97.2	149.4	96.7	88.5	85.8	103.5	105.7	103.0
O=S(=O)(Nc1ccc(Cl)nn1)c1ccc(NC(=S)/N=C2\Cc3n[nH]c(=S)n3N2)cc1	102.6	118.4	111.1	106.2	86.1	102.0	x	101.9
CCn1cc(C(=O)O)c(=O)c2cc(F)c(N3CCN(C(=O)c4ccccc4)C(C)C3)c(F)c21 (centres undefined)	104.8	87.0	102.1	96.9	71.5	85.4	93.3	94.2
S=C1SCC(COc2ccc(Cl)cc2)S1 (centres undefined)	94.8	101.4	115.6	113.9	96.9	103.7	134.9	110.9
COc1cc(/C=C/C(=O)c2ccc(Cl)cc2)cc(CN2CCCC2)c1O	97.1	106.7	x	103.1	76.0	96.0	114.3	94.8
C[C@H](N[C@@H](CCc1ccccc1)C(=O)O)C(=O)N1Cc2ccccc2C[C@H]1C(=O)O	104.9	112.2	104.7	120.8	87.4	108.6	112.0	108.5
COc1cc(-c2nc3occn3c2-c2ccnc(NCCCNS(=O)(=O)c3ccc(O)cc3)n2)ccc1F	95.8	132.8	82.4	97.8	105.0	122.3	105.0	86.3
O=C(CN1CCCCCC1)Nc1nc2ccc([N+](=O)[O-])cc2s1	103.9	101.4	102.6	98.9	87.2	94.3	111.8	101.1
CC(C)CN1C(=O)C(O)(CC(=O)c2cc3ccccc3oc2=O)c2ccccc21 (centres undefined)	94.5	122.9	82.3	87.5	55.6	101.8	91.1	76.9
COc1ccc2nc(-c3ccc(N/C=C\C(=O)c4cc(OC)c(OC)c(OC)c4)cc3)sc2c1	102.4	108.5	112.0	108.7	92.1	104.2	102.9	109.3
CC[C@H](Nc1nc(N)nc(C)c1C#N)c1nc2cccc(NCc3ccc(C(=O)NO)cc3)c2c(=O)n1-c1ccccc1	11.4	1.9*	-12.0*	-50.5*	4.8*	6.9*	-21.7*	4.6*
CCOC(=O)c1cc(C(=O)OCC)[nH]n1	107.3	106.7	96.3	91.5	81.4	99.2	106.9	114.0
COc1ccc(N2CCN(C3=C(Cl)C(=O)C(C)=C(C)C3=O)CC2)cc1	99.3	123.0	96.7	103.0	91.4	118.4	152.5	104.3
Cc1cccc(Nc2nc(N)nc(N)c2N=O)c1	92.1	101.6	104.1	44.9	96.6	99.0	84.6	83.1
CC1(C)OB(c2ccc(CSc3ncnc4nc[nH]c34)cc2)OC1(C)C	98.3	93.9	56.3	96.4	89.1	91.5	112.9	102.2
COc1ccc(N=Nc2c(N)nn3c(-c4ccc(C)cc4)c(-c4nc5ccccc5s4)c(N)nc23)cc1	91.6&93.4	112.3&107.2	98.9&100.6	95.8&96.0	96.2&91.4	105.0&104.8	100.3&106.6	99.5&97.7
N#Cc1nnn2c1nc(N)c1c(Cl)cccc12	92.8	101.4	110.7	107.3	101.3	96.6	103.7	99.7
NS(=O)(=O)c1ccc(CCn2c(SCC(=O)N/N=C/c3cc4ccccc4[nH]3)nc3ccccc3c2=O)cc1	73.4	101.9	95.4	65.4	67.0	78.9	91.0	93.9
c1ccc2c3c(ccc2c1)Oc1ccc2ccccc2c1C3CCC1c2c(ccc3ccccc23)Oc2ccc3ccccc3c21	94.1	117.3	102.3	99.1	66.2	105.7	128.5	102.4
CC(=O)Oc1c(Br)cc2c(sc3[nH]c(=O)[nH]c(=O)c32)c1Br	95.9	97.0	101.0	98.1	94.7	103.9	100.5	99.7
COc1ccc(-c2cc(-c3cccnc3)nc3oc(C(=O)c4ccc(Cl)cc4)c(N)c23)cc1OC	93.2	102.5	107.8	106.5	61.8	90.0	99.4	97.1
CCN1CCN(c2ccc3c4c(cccc24)C(=O)N(NCC(O)COc2ccc4c(C)cc(=O)oc4c2)C3=O)CC1 (centres undefined)	93.0	124.5	116.2	103.9	71.8	97.3	87.5	89.9
O=C1/C=C/[C@@H](O)[C@@H]2C[C@@H](O)C[C@H]2/C=C/CCC[C@H](CO)O1	43.9	x	50.7	49.9	11.2	-59.6*	-29.9*	19.8
CCCCCC1C(C)=CC(C)=C(C)C1(C)C[N+](C)(C)C (centres undefined)	93.3	90.5	92.7	70.6	86.8	91.5	x	103.6
Cc1nc2ccc(C(F)(F)F)cn2c1C(=O)NC1CCCCCC1	97.6	109.2	x	106.8	94.0	97.6	85.1	102.1
O=C(Nc1ncc(Cc2ccc(F)cc2)s1)C(=S)N1CCOCC1	96.7	100.0	108.6	98.2	76.6	103.8	108.4	102.3
COc1cc(C(=O)NNC(=O)CSc2nnc(-c3ccc(Cl)cc3)o2)cc(OC)c1OC	89.2	108.5	83.7	96.7	88.0	101.7	95.0	92.1

Ordered by heavy-atom count (falling): some entries from above.
SMILES	SN12C	TK-10	SK-OV-3	IGROV1	UO-31	786-0	RXF 393	ACHN
c1ccc2c3c(ccc2c1)Oc1ccc2ccccc2c1C3CCC1c2c(ccc3ccccc23)Oc2ccc3ccccc3c21	94.1	117.3	102.3	99.1	66.2	105.7	128.5	102.4
CC[C@H](Nc1nc(N)nc(C)c1C#N)c1nc2cccc(NCc3ccc(C(=O)NO)cc3)c2c(=O)n1-c1ccccc1	11.4	1.9*	-12.0*	-50.5*	4.8*	6.9*	-21.7*	4.6*
CCN1CCN(c2ccc3c4c(cccc24)C(=O)N(NCC(O)COc2ccc4c(C)cc(=O)oc4c2)C3=O)CC1 (centres undefined)	93.0	124.5	116.2	103.9	71.8	97.3	87.5	89.9
COc1ccc(N=Nc2c(N)nn3c(-c4ccc(C)cc4)c(-c4nc5ccccc5s4)c(N)nc23)cc1	91.6&93.4	112.3&107.2	98.9&100.6	95.8&96.0	96.2&91.4	105.0&104.8	100.3&106.6	99.5&97.7
COc1ccc(-c2cc(-c3cccnc3)nc3oc(C(=O)c4ccc(Cl)cc4)c(N)c23)cc1OC	93.2	102.5	107.8	106.5	61.8	90.0	99.4	97.1
COc1cc(C(=O)NNC(=O)CSc2nnc(-c3ccc(Cl)cc3)o2)cc(OC)c1OC	89.2	108.5	83.7	96.7	88.0	101.7	95.0	92.1
CC1(C)OB(c2ccc(CSc3ncnc4nc[nH]c34)cc2)OC1(C)C	98.3	93.9	56.3	96.4	89.1	91.5	112.9	102.2
COc1ccc(N2CCN(C3=C(Cl)C(=O)C(C)=C(C)C3=O)CC2)cc1	99.3	123.0	96.7	103.0	91.4	118.4	152.5	104.3
Cc1nc2ccc(C(F)(F)F)cn2c1C(=O)NC1CCCCCC1	97.6	109.2	x	106.8	94.0	97.6	85.1	102.1
O=C1/C=C/[C@@H](O)[C@@H]2C[C@@H](O)C[C@H]2/C=C/CCC[C@H](CO)O1	43.9	x	50.7	49.9	11.2	-59.6*	-29.9*	19.8
CCCCCC1C(C)=CC(C)=C(C)C1(C)C[N+](C)(C)C (centres undefined)	93.3	90.5	92.7	70.6	86.8	91.5	x	103.6
Cc1cccc(Nc2nc(N)nc(N)c2N=O)c1	92.1	101.6	104.1	44.9	96.6	99.0	84.6	83.1
N#Cc1nnn2c1nc(N)c1c(Cl)cccc12	92.8	101.4	110.7	107.3	101.3	96.6	103.7	99.7
CCOC(=O)c1cc(C(=O)OCC)[nH]n1	107.3	106.7	96.3	91.5	81.4	99.2	106.9	114.0

Later entries
SMILES	SN12C	TK-10	SK-OV-3	IGROV1	UO-31	786-0	RXF 393	ACHN
CCC(=O)Nc1cccc(C(=O)Nc2cccc(NC(C)=O)c2)c1	105.0	101.9	107.7	108.9	94.2	110.0	112.7	98.1
Cc1ccc(Nc2cc(N)ncn2)cc1	101.1	105.6	101.4	93.2	88.0	104.3	124.0	95.4
CC(=O)Nc1ccc(S(=O)(=O)Nc2onc(C)c2C)cc1	98.5	110.3	105.0	107.4	90.0	94.9	x	106.4
COC(=O)c1c[nH]c2ccc3ccccc3c(=O)c12	91.8	138.7	82.4	49.2	77.7	97.9	105.1	79.1
CCOC(=O)C1CC(C(=O)OCC)C(C(=O)OCC)CC1C(=O)OCC (centres undefined)	101.8	103.3	111.9	96.7	80.2	114.1	90.4	101.1
O=C(Cn1c(=O)ccn(CCCCCCOc2ccc(Br)cc2)c1=O)Nc1ccc(Oc2ccccc2)cc1	68.8	63.8	62.3	71.9	48.7	70.8	70.7	58.1
O=C(O)c1cccc(NC(=O)c2ccc(-c3cccc([N+](=O)[O-])c3)o2)c1	96.3	104.5	108.1	101.3	80.5	104.2	158.1	91.9
Clc1ccc2c(c1)N(c1ncnc3ccc(-c4cnc5[nH]ccc5c4)cc13)CC2	26.7	26.2	28.3	-24.0*	21.0	24.5	4.8*	28.4
CCCCC(CC)c1nc2ccccc2s1 (centres undefined)	93.6	105.0	93.6	97.8	63.3	106.1	108.7	94.3
CCOC(=O)c1ccccc1C(=O)c1ccccc1	108.2	101.4	113.9	108.4	94.5	95.4	123.4	106.8
